TNAP pNPP inh: human TNAP inhibition, p-nitrophenol detection | P05186 | 21,000 tested, under 10 active | inhibition, % at 20 µM | purified TNAP, pNPP hydrolysis, absorbance 405 nm;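 further: 0% = DMSO only wells and 100% = 1 mM levamisole wells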
Target sequence (P05186 whole entry, looked up): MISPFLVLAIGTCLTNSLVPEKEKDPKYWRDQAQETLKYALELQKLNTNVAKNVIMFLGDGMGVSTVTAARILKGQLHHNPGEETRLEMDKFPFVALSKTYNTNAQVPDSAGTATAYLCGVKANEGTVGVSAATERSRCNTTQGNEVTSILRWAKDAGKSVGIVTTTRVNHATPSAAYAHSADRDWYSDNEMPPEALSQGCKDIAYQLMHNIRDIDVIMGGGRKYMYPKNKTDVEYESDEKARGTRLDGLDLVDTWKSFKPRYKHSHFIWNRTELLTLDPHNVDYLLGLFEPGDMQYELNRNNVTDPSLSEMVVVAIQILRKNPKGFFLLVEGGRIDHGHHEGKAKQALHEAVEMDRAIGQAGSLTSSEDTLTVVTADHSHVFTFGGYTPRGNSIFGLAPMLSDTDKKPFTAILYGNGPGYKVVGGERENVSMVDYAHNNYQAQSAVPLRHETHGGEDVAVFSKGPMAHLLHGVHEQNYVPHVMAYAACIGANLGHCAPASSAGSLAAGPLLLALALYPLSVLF
TNAP Pi inh: inhibitors of human tissue-nonspecific alkaline phosphatase. P05186. purified TNAP, pNPP, malachite green phosphate absorbance. inhibition, % at 20 µM. 21,000 tested, under 10 active. AID 614
The depositor's hits bear a star.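 How the source made its calls: active means inhibition above 50% at the 20 µM single-dose screen; inactive means the rest.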 Some of the compounds tested, so the mix of outcomes need not match the whole.

SMILES	TNAP pNPP inh	TNAP Pi inh
Cc1cc(NC(=O)c2ccc3c(c2)C(=O)N(C2CCCCC2)C3=O)no1	-6	8
Cc1c(O)c(CN2CCCC2)cc2c1oc(=O)c1ccccc12	0	-27
Cc1ccc(C(=O)N2CCN(c3ccc(NC(=O)c4cccnc4)cc3)CC2)cc1	6	8
O=C(NO)c1ccccc1O	0	0
CCn1c(SCC(=O)OCc2ccccc2)nc2c1c(=O)n(C)c(=O)n2C	2	5
Cc1cc(NCCCN)nc(-c2ccccc2O)n1	6	4
CC(C)(C)OC(=O)N1Cc2ccccc2C[C@H]1C(=O)O	-1	7
COC(=O)COc1ccc(S(=O)(=O)N2CCN(c3ccccc3F)CC2)cc1C	6	-4
CCOC(=O)CSc1nnc([C@@H](NC(=O)OC(C)(C)C)C(C)C)o1	-1	11
O=C(Nc1cccc(Cl)c1)OCc1ccccn1	4	-2
O=C1CCC(=O)N1CN(C(=O)c1ccco1)c1ccc(Cl)c(Cl)c1	3	7
NC(=O)c1c(N)sc2c1CCCC2	1	2
CCC(Sc1nc(C)cc(=O)[nH]1)C(=O)Nc1nnc(C)s1 (stereo not given)	1	5
COc1cc2[nH]c3c(=O)n(CCN(C(C)C)C(C)C)cnc3c2cc1OC	2	5
CCOc1ccccc1OCC(=O)O	1	5
CCc1sc(C(=O)NCc2cc(C)n(C)n2)cc1Br	2	-21
CCOC(=O)NC(Nc1sc2c(c1C(N)=O)CCCC2)(C(=O)OCC)C(F)(F)F (stereo not given)	1	6
C=COCCNC(=O)Nc1ccc(Cl)cc1Cl	0	0
COc1ccc(C2CC(c3ccc(OC)cc3)n3nc(NC(=O)c4ccco4)nc3N2)cc1 (stereo not given)	2	8
O=C(Nc1ccccc1C(=O)OC1CCOC1=O)c1ccco1 (stereo not given)	-8	2
Cc1csc(NC(=O)c2ccccc2O)n1	-2	5
CCOc1ccc(NC(=O)Cn2nnc(-c3ccccc3NC(=O)C3CC3)n2)cc1	9	14
Cc1ccc(-n2[nH]c(C)c(/C=N/c3ccccn3)c2=O)cc1	3	6
Cc1cc(C)c(C)c(S(=O)(=O)NCc2cccnc2)c1C	-10	-6
Cc1cc2oc(=O)cc(Cn3ccnc3)c2cc1C	8	3
COc1ccc(CC(=O)NC(C)c2nnc(SCc3nc4ccccc4c(=O)[nH]3)n2C)cc1 (stereo not given)	5	7
S=c1[nH]nc(C2COc3ccccc3O2)o1 (stereo not given)	3	5
O=S(=O)(c1ccc2c(c1)OCCO2)N1CCC(c2nc3ccc(Cl)cc3[nH]2)CC1	5	6
Cc1ccc2cc(CN(C(=O)c3cccnc3)C(C)C)c(=O)[nH]c2c1	6	6
CC(C)Oc1ccccc1C1CC(=O)Nc2cc3c(cc21)OCO3 (stereo not given)	5	10
CC12C(=O)N(c3nccs3)C(=O)C1C1C=CC2C1 (stereo not given)	4	7
CCCc1cc(-n2ccnc2C)n2c(nc3ccccc32)c1C#N	1	6
O=C(COC(=O)c1ccc(Br)o1)Nc1nc2ccccc2s1	-3	2
Cc1cccc(OCc2nnc(SCC(=O)Nc3cc(C)on3)n2C)c1	2	6
Cc1ccc(S(=O)(=O)N2CCOCC2)cc1C(=O)O	-5	0
CSc1nsc(SCC(=O)N2CCN(c3ccccc3)CC2)n1	-2	3
CCNc1nc(Oc2ccccc2)nc(OC(C)C(=O)OCC)n1 (stereo not given)	7	13
C=CCN1C(=O)C(CC(=O)NCC)SC1=Nc1ccc(S(N)(=O)=O)cc1 (stereo not given)	3	8
O=C(O)CCC(=O)Nc1ccccc1N1CCOCC1	-1	7
O=C(c1ccco1)N1CCN(C(=O)C2CC(c3ccc(Cl)c(Cl)c3)=NO2)CC1 (stereo not given)	9	19
COc1nc(-c2ccc(C)cc2)ccc1-c1noc(-c2cccnc2)n1	-2	4
O=C(NC1CCCC1)C(c1ccccc1F)N(C(=O)c1ccco1)C1CCCC1 (stereo not given)	6	7
O=S(=O)(c1ccc(Oc2ccc(S(=O)(=O)N3CCOCC3)cc2)cc1)N1CCOCC1	5	7
Fc1ccc2[nH]c3c(N4CCN(c5ccccc5)CC4)ncnc3c2c1	3	-4
CCCCCOC(=O)Cn1c(N2CCOCC2)nc2c1c(=O)[nH]c(=O)n2C	0	4
CCn1c(CSc2nnc(-c3ccoc3C)n2C)nc2cc(S(=O)(=O)N(C)C)ccc21	-2	-21
O=C(NCc1cccnc1)NC1CCCN1S(=O)(=O)c1ccc(Cl)cc1 (stereo not given)	0	10
CC(=O)OCC(=O)[C@@]1(O)CC[C@H]2[C@@H]3CCC4=CC(=O)CC[C@]4(C)[C@H]3C(=O)C[C@@]21C	-14	-10
COCCSc1ccccc1C(=O)NCCCn1ccnc1	4	1
Cc1ccc(Nc2nc(C(=O)N3CCC(C(=O)N4CCN(C)CC4)CC3)cs2)cc1	5	-7
CC(C)OCCCNc1ncnc2c1cnn2-c1ccccc1	0	0
O=C1c2oc3ccc(Cl)cc3c(=O)c2C(c2cccnc2)N1Cc1ccco1 (stereo not given)	6	12
Cc1cc(C)nc(N2CCCC(C(=O)Nc3ccc4c(c3)OCCO4)C2)n1 (stereo not given)	7	18
CC(C)NC(=O)Cn1c(SCC(=O)N2CCCc3ccccc32)nc2ccccc21	-10	-1
COC(=O)c1oc2nc(C)cc(C)c2c1N	5	12
CN1CCN(S(=O)(=O)c2ccc(-c3ccc(S(=O)(=O)N4CCN(C)CC4)cc3)cc2)CC1	0	11
CC1(c2ccccc2)NC(=O)N(CC(=O)NC(=O)NC2CCCC2)C1=O (stereo not given)	0	11
COc1cc(C(=O)NCCc2ccc(S(N)(=O)=O)cc2)cc(OC)c1OC	4	10
CCCCn1c2c(c(=O)n(C)c1=O)C(CC(=O)OCC(=O)Nc1cccc(C(F)(F)F)c1)C(=O)N2 (stereo not given)	5	6
COc1ccc(C)cc1NC(=O)CN1CCN(c2ccc(F)cc2)CC1	6	-3

Ordered by value in TNAP pNPP inh (ascending): four of the compounds above.
SMILES	TNAP pNPP inh	TNAP Pi inh
CCn1c(CSc2nnc(-c3ccoc3C)n2C)nc2cc(S(=O)(=O)N(C)C)ccc21	-2	-21
CC1(c2ccccc2)NC(=O)N(CC(=O)NC(=O)NC2CCCC2)C1=O (stereo not given)	0	11
COCCSc1ccccc1C(=O)NCCCn1ccnc1	4	1
COC(=O)c1oc2nc(C)cc(C)c2c1N	5	12

Further compounds follow.
SMILES	TNAP pNPP inh	TNAP Pi inh
CC(Nc1cc(=O)n(C)c(=O)[nH]1)c1ccccc1 (stereo not given)	3	5
Cc1ccc(C)c(NS(=O)(=O)c2c(C)ccc3nsnc23)c1	2	2
CCOc1ccc(-c2nc(C#N)c(NC3CC3)o2)cc1	6	5
CC(C)(C)N=C1SCC(C)(/C=N/O)S1 (stereo not given)	5	8
Cc1cc(N2CCCC2=O)c(N)cc1N	6	8
COCCCNC(=O)C1CCN(c2nc(C)cc(C)n2)CC1	6	12
CC(=O)N(Cc1ccccc1)c1ccc(C(=O)O)cc1	4	-6
COC(=O)c1ccc(C2/C(=C(\O)c3ccc(OC)c(C)c3)C(=O)C(=O)N2c2cc(C)on2)cc1 (stereo not given)	7	10
O=C(CSc1nc2ccccc2n1CC(=O)N1CCCC1)NCc1ccc2c(c1)OCO2	7	4
O=S(NC1CCCCC1)C12CC3CC(CC(C3)C1)C2 (stereo not given)	8	11
CCCc1cc(=O)[nH]c(SCC(=O)c2cc(C)n(CCOC)c2C)n1	-2	12
CCCOC(=O)CSC1=C(C#N)C(c2ccccc2OC)C(C#N)C(=O)N1 (stereo not given)	4	9
C=CCNc1nc(N2CCCCC2)c(C#N)c2c1CN(Cc1ccccc1)CC2	-11	-14
CCOc1ccc(NC(=O)CC2CC(C)(C)OC2=O)cc1 (stereo not given)	0	5
CCOc1ccc2[nH]c(=O)c(C(c3nnnn3C3CCCCC3)N3CCN(CC)CC3)cc2c1 (stereo not given)	4	-4

Seven structures out of the list, sorted by molar mass, highest first.
SMILES	TNAP pNPP inh	TNAP Pi inh
CCOc1ccc2[nH]c(=O)c(C(c3nnnn3C3CCCCC3)N3CCN(CC)CC3)cc2c1 (stereo not given)	4	-4
COC(=O)c1ccc(C2/C(=C(\O)c3ccc(OC)c(C)c3)C(=O)C(=O)N2c2cc(C)on2)cc1 (stereo not given)	7	10
C=CCNc1nc(N2CCCCC2)c(C#N)c2c1CN(Cc1ccccc1)CC2	-11	-14
CCCc1cc(=O)[nH]c(SCC(=O)c2cc(C)n(CCOC)c2C)n1	-2	12
Cc1ccc(C)c(NS(=O)(=O)c2c(C)ccc3nsnc23)c1	2	2
CCOc1ccc(NC(=O)CC2CC(C)(C)OC2=O)cc1 (stereo not given)	0	5
CC(Nc1cc(=O)n(C)c(=O)[nH]1)c1ccccc1 (stereo not given)	3	5

(continued)
SMILES	TNAP pNPP inh	TNAP Pi inh
CCC(C)(C)NC(=O)C(c1ccc(F)cc1)N(Cc1ccco1)C(=O)c1snc(C(N)=O)c1N (stereo not given)	7	10
Cc1nnc(NC(=O)CSc2nnc3scc(-c4ccc(C)c(C)c4)n23)s1	-2	7
COc1cc(C)c(C(C)C)cc1S(=O)(=O)N1CCN(C)CC1	4	9
O=C1C2CC=CCC2C(=O)N1CC1CCCO1 (stereo not given)	-2	5
C=C(C)CN(CC)C(=O)CSc1nc2ncc(Cl)cc2[nH]1	2	-8
COc1cccc(-c2ccc(-c3noc(-c4ccccc4F)n3)c(OC)n2)c1	7	-1
O=C(NC1CCC(NC(=O)C(F)(F)C(F)F)CC1)C(F)(F)C(F)F (stereo not given)	6	8
Cc1cccc(C)c1NC(=O)CSCCO	5	9
CCN(CC)C(=O)C1CCN(Cc2ccc(Br)cc2)CC1	4	-7
CCCc1cc(=O)n2[nH]c(CCc3ccccc3)nc2n1	3	-15
O=c1[nH]c(=O)n(CCO)c2nnn(Cc3ccccc3)c12	0	1
Cc1ccc2c(NC(=O)C3CC3)cccc2n1	4	10
COc1ccc2[nH]c(=O)c(CN(Cc3nnnn3Cc3ccco3)C3CCCCC3)cc2c1	4	10
CC1(C)[N+]([O-])=C2C(=[N+]([O-])C1(C)C)c1ccccc1/C2=N\O	3	-11
COC(=O)COc1ccc(S(=O)(=O)Nc2ccc3c(c2)OCO3)cc1	0	0

One compound at a time, from the list above.
`O=S(=O)(c1ccc2c(c1)OCCO2)N1CCC(c2nc3ccc(Cl)cc3[nH]2)CC1` in the list: TNAP pNPP inh: 5; TNAP Pi inh: 6
`O=S(=O)(c1ccc(Oc2ccc(S(=O)(=O)N3CCOCC3)cc2)cc1)N1CCOCC1` in the list: TNAP pNPP inh: 5; TNAP Pi inh: 7

Additional records:
SMILES	TNAP pNPP inh	TNAP Pi inh
COc1ccc2[nH]cc(C(=O)CN3CCN(C/C=C/c4ccccc4)CC3)c2c1	2	-1
CCn1c(SCC(=O)NCc2ccco2)nnc1-c1ccc(N)cc1	0	4
CCc1nnc(NC(=O)CCC(=O)NCC2CCCO2)s1 (stereo not given)	6	14
O=C(NCc1ccccc1F)c1cccs1	0	-3
O=C1c2[nH]nc(-c3ccccc3O)c2C(c2cccc(Cl)c2)N1CC1CCCO1 (stereo not given)	0	5
COc1cccc(NC(=O)CSc2ccccn2)c1	6	14
COc1ccc(C(=O)n2c(-c3ccco3)nc3ccccc32)cc1	-2	1
O=C(O)CC(SCc1ccc(C(=O)O)o1)C(=O)O (stereo not given)	0	-16
O=P(O)(c1ccccc1)c1ccccc1O	2	-13
COC(=O)Cn1cc(C(=O)OC)cc(Br)c1=O	6	12
O=S(=O)(NCCC1=CCCCC1)c1cccc(S(=O)(=O)N2CCOCC2)c1	2	8
CCCc1ccc(Oc2c(-c3ccc(O)c(C)c3O)n[nH]c2C)cc1	2	-5
Cn1nc(C(=O)NCc2ccccn2)c2ccccc2c1=O	-5	3
Nc1nnnn1N=C1CCCCC1	0	4
CC(=O)/C=C(/C)NC(Cc1c[nH]c2ccccc12)C(=O)O (stereo not given)	0	8
O=C(NCc1ccco1)c1ccc(COCC(F)(F)F)cc1	0	4
COc1cc(C2C(C#N)=C(C)NC3=C2C(=O)c2ccccc23)cc(OC)c1OC (stereo not given)	19	28
CC(O)CNc1nc2c(c(=O)n(C)c(=O)n2C)n1Cc1cccc(Br)c1 (stereo not given)	8	10
COc1cccc(C(=O)CSc2nnc(-c3ccco3)n2CC2CCCO2)c1 (stereo not given)	-1	8
O=C(Cn1cnc2ccccc21)Nc1cc(C(F)(F)F)ccc1N1CCOCC1	7	-16
O=C(CN1CCCC1=O)NC1(C(F)(F)F)NC(=O)N(Cc2ccccc2)C1=O (stereo not given)	6	6
Cn1c(=O)c2c(ncn2CC(=O)N2CCN(c3ccccc3)CC2)n(C)c1=O	-1	4
C=CCN(C(=O)CNC(=O)c1ccco1)C(C(=O)NC1CCCCC1)c1ccc(F)cc1 (stereo not given)	2	11
CCCn1c(=N)n(CC(O)c2ccco2)c2ccccc21 (stereo not given)	1	12
Cn1c(=O)n(CC(=O)Nc2ccccc2)c2ccccc21	0	6
COc1ccc(NC(=O)C(Cc2ccccc2)NC(=O)c2ccco2)cc1OC (stereo not given)	1	8
O=C1NCCCc2nonc21	9	23
COc1ccccc1Oc1cc(C#N)c(C#N)cc1-n1nnc2ccccc21	-6	4
Cc1cc(C)n2nc(C(=O)N3CCOCC3)nc2n1	-5	3
COCCn1c(C)cc(C(=O)CSc2ncnc3sc4c(c23)CCC4)c1C	0	0
CSc1ccccc1C(=O)NCCSC(C)(C)C	4	8
O=C(Nc1ccc(O)cc1C(=O)O)c1ccc2c(c1)C(=O)N(Cc1ccco1)C2=O	0	0
Cc1c(N(C)C(=O)C2CCCN2S(=O)(=O)c2ccccc2)c(=O)n(-c2ccccc2)n1C (stereo not given)	4	15
CC1(C)NC(=O)N(CCOCCSc2ccccc2)C1=O	4	8
Cc1cc(=O)[nH]c(SCC(N)=O)c1C#N	-2	13
O=C(O)CSc1nnc(-c2cc3ccccc3o2)n1-c1ccccc1	6	14
Cc1cc(Cl)c(S(=O)(=O)NCc2cccnc2)cc1OCC(N)=O	2	6
O=C(CCCOc1ccccc1)Nc1nncs1	-3	6
Cc1ccc(C)c(N(CC(=O)NCCSCc2ccco2)S(C)(=O)=O)c1	5	6
